Assay outcomes as filed in PubChem.
DSG3 Ab inh – human desmoglein-3 autoantibody binding inhibition; binding (percent of control), % at 10 µM; DSG3-coupled beads, scFv-anti-DSG3-GFP binding, flow cytometry; active compounds read low; AID 588358; P32926; actives 0.48% (n = 310,000);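 active means binding more than 3 SD below its plate's average and above zero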;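 further: hits lower antibody fragment binding to DSG3; some compounds called inactive have numbers as strong as hits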
Target sequence (P32926 whole entry, looked up, the tested form may be a part): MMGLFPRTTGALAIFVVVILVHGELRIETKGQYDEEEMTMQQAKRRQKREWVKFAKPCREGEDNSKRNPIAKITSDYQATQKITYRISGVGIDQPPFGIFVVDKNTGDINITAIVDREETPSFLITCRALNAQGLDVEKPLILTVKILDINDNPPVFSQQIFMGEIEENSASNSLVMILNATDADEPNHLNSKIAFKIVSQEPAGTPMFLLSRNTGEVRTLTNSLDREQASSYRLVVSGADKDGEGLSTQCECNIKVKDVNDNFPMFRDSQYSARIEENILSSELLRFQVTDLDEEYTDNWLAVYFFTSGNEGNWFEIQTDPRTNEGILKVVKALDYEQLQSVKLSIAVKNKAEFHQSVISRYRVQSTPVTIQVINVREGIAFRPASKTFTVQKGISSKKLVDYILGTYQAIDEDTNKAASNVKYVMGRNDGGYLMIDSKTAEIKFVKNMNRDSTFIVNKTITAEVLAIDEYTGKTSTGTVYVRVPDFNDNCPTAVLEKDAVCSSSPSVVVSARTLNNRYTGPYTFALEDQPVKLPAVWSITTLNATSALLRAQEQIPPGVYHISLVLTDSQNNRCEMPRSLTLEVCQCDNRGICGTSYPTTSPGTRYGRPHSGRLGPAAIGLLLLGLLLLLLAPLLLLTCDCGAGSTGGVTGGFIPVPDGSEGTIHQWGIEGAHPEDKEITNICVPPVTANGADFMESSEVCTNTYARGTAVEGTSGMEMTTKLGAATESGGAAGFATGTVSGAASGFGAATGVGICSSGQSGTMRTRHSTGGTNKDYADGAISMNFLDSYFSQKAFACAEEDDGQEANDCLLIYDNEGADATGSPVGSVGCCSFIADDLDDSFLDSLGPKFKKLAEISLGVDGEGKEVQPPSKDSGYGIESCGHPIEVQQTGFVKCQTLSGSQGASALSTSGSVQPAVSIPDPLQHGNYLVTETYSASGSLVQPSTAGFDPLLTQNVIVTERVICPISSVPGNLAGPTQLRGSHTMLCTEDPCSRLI
PfHsp90 yeast 2 – growth inhibition of yeast expressing Plasmodium Hsp90; S. cerevisiae expressing PfHsp90, BacTiter-Glo ATP, 48 h; yeast lacking PDR1 and PDR3 efflux regulators; AID 504621; inhibition, % at 9.4 µM; actives 0.32% (n = 310,000);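 active means every replicate shows inhibition above about 80%, whatever the replicate mean, limit read from the data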;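 further: 0% = DMSO neutral controls and 100% = 20 µM radicicol positive controls; yeast relying on Plasmodium falciparum Hsp90 in place of its own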
AddAB inh – less growth of phage-infected E. coli with AddAB. actives 0.29% (n = 330,000). E. coli expressing H. pylori AddAB, absorbance growth. AID 435030. inhibition, % at 11.9 µM; in the data active means inhibition above about 12%;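 further: 0% = vehicle wells of infected cells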
phage Ecoli inh – E. coli growth loss with phage present | growth absorbance | inhibition, % at 11.9 µM | actives 0.26% (n = 360,000) | AID 651602; in the data active means inhibition above about 11%
OPRM1-OPRD1 ag – OPRM1-OPRD1 heterodimerization agonism | P35372+P41143 | cells, luminescence | activation, % at 9.3 µM | actives 0.3% (n = 340,000) | AID 504326; in the data active means activation above about 18%;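 further: 0% = vehicle-treated cells and 100% = reference agonist; values of inactives mirror those of a sister screen read the other way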
Arrestin-AP2 inh – human beta-arrestin and AP2 interaction inhibition; FITC-arrestin peptide / GST-AP2 beads, flow cytometry; AP2 beta2 appendage carries R879A mutation; inhibition, % at 10 µM; actives 0.31% (n = 340,000);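 active means inhibition above a set limit, near 3 SD of compounds lacking own fluorescence, cut at about 54% in these data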;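 further: plate controls were DMSO wells for no effect and 5 µM unlabelled arrestin peptide for full effect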
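Test system: GST-tagged AP2 beta2-adaptin appendage (R879A) on 4 µm glutathione beads; also added: fluorescein-tagged arrestin peptide at 50 nM final; timing: 12 min plus 1 h, RT; signal: flow cytometry, FL1 (488/535 nm); read-out: percent drop in bead-associated FITC signal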
PKA-R1A act – activators of PKA-R1A complex | AID 504707 | PKA-R1A dissociation, Cy5-IP20 fluorescence polarization; scaled: DMSO 0%, 113 µM cGMP 100% | actives 0.083% (n = 340,000) | P00514+P68181 | activation, % at 11.4 µM;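 active means percent activation above the mean of all tested compounds plus 3 SD, cut at about 19% in these data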;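 further: higher means more PKAc released from R1A so a rise in polarization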
SUMO Mot1 rescue – SUMOylation pathway inhibition by Mot1-301 growth rescue; S. cerevisiae Mot1-301 growth rescue, ATP luminescence, 38.5C; percent above DMSO median, 100 means doubled; growth rescue, % at 18.8 µM; actives 1% (n = 320,000); AID 2716;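 active means every valid replicate shows activation above 250% relative to neutral control wells; inactive means the rest, any valid replicate at or below 250%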;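 further: OY570 slx delta 5 strain wells were the positive control but not used for scaling; some compounds called inactive have numbers as strong as hits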
MOR-DOR inv ag – inverse agonist of human OPRM1-OPRD1 heterodimerization. actives 0.21% (n = 340,000). inhibition, % at 9.3 µM. cell-based MOR-DOR heterodimer luminescence, inverse agonism; in the data active means inhibition above about 22%, passing the limit was not always enough;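 further: 0% = cells with DMSO and 100% = wells without cells with DMSO; values of inactives mirror those of a sister screen read the other way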
Tat export inh – blocks Tat-dependent protein export in E. coli | E. coli MC4100 TorA-mCherry Tat export, fluorescence | inhibition, % at 10 µM | actives 0.036% (n = 340,000);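 active means mean replicate inhibition at least 50% and at least half of replicates individually reaching 50%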;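 further: exported cargo escapes ClpAP degradation while cytoplasmic cargo is degraded and loses fluorescence; 0% = median of neutral control wells and 100% = median of NaSCN control wells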
E coli growth – reduces bacterial viability in AddAB counter-screen | E. coli V3065 growth, OD600 absorbance, 18 h | inhibition, % at 11.9 µM | actives 0.27% (n = 330,000);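 active means inhibition above the campaign's mean inhibition across all tested compounds plus 3 SD, cut at about 9.9% in these data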;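 further: uninfected addAB+ strain grown without phage in ampicillin broth; 0% = DMSO wells and 100% = ciprofloxacin 0.95 µg/ml wells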
An asterisk follows results filed as active; . = no result given.

SMILES	DSG3 Ab inh	PfHsp90 yeast 2	AddAB inh	phage Ecoli inh	OPRM1-OPRD1 ag	Arrestin-AP2 inh	PKA-R1A act	SUMO Mot1 rescue	MOR-DOR inv ag	Tat export inh	E coli growth
Cc1cccc(NC(=O)CSCC(=O)N(CCC(C)C)c2c(N)n(Cc3ccccc3)c(=O)[nH]c2=O)c1	95.6	-69.4	3.1	2.5	-2.1	0.7	-0.5	4.2	11.1	5.2	1.6
CCC/S(CC1CC1(Cl)Cl)=N\S(=O)(=O)c1ccc(C)cc1 (stereo not drawn)	93.0	.	-2.9	1.5	-1.2	21.4	-8.2	-14.6	6.7	7.7	0.8
COC(=O)C1CN(C(=O)COc2cc(C)cc(C)c2)c2ccccc2O1 (stereo not drawn)	100.1	-14.3	-0.3	1.4	-2.3	-6.6	-4.3	-10.5	13.2	-7.1	0.2
Cc1ccc2c(c1)N(CC(=O)NCCCc1ccccc1)C(=O)c1cccnc1O2	112.5	39.5	5.9	3.2	1.6	5.3	0.0	-0.2	-8.0	10.9	1.6
CCCn1c(-c2cc(OC)c(OC)c(OC)c2)nc2nc3ccccc3nc21	102.7	8.7	-0.2	1.6	-1.7	9.9	-4.9	-22.0	7.4	0.2	-1.9
CCCn1c(C(C)Nc2nc(-c3ccc(Cl)c([N+](=O)[O-])c3)cs2)nc2cc(Cl)c(N3CCCCC3)cc21 (stereo not drawn)	90.3	5.9	3.2	.	2.9	5.1	1.5	-0.9	-16.1	21.2	0.2
Cc1ccc(S(=O)(=O)N2CCN(C(=O)COC(=O)/C=C/c3cccc(Cl)c3)CC2)c(C)c1	108.0	4.9	.	2.2	-2.3	3.9	-6.1	.	8.8	-4.3	.
C=CCNC(=O)C1CC(=O)N(c2ccc(C)cc2)C1 (stereo not drawn)	105.6	-2.6	2.9	0.8	-0.9	3.9	3.7	-18.2	4.6	1.0	0.7
CCCCNC(=O)NS(=O)(=O)c1ccc(NC(=O)C(NC(N)=O)C(C)CC)cc1 (stereo not drawn)	98.3	7.0	0.1	1.1	-0.9	9.2	2.2	78.1	4.9	-3.9	0.2
Cc1cc(C)c(S(=O)(=O)Nc2ccccc2)c(C)c1	90.2	.	.	2.1	-0.3	0.1	-3.8	.	1.9	0.4	.
Nc1c(-c2ccccn2)cnn1-c1nc(-c2ccc(F)cc2)cs1	107.3	-1.3	2.5	2.1	3.6	7.3	-8.3	137.5	-19.0	1.1	-1.9
COc1ccc(OC)c(S(=O)(=O)N2CCC(C(=O)N3CCc4ccccc4C3)CC2)c1	101.6	-15.0	1.2	1.0	0.3	-2.7	-7.7	-12.2	-1.7	4.9	1.4
Cc1ccccc1C(=O)NNC1CC(=O)N(c2ccc3c(c2)OCCO3)C1=O (stereo not drawn)	125.5	12.3	1.5	1.3	-2.0	2.4	-2.5	-9.6	10.9	0.2	1.4
CC(C)(C)c1ccc(C(=O)Nc2cccc(C(=O)N3CCOCC3)c2)cc1	110.1	-13.6	4.5	2.5	-1.0	-5.3	-2.6	5.3	3.2	-0.6	3.3
Nc1ccc2oc3ccccc3c2c1	128.4	3.6	1.2	3.3	0.0	26.9	7.9	79.4	0.0	7.4	-2.4
Nc1cc(=O)nc(SCC(=O)Nc2ccccc2)n1-c1ccccc1	97.0	-14.0	1.3	1.2	-0.9	8.1	-6.5	-0.2	5.4	5.1	0.5
O=C(CN1CCN(c2cccc(C(F)(F)F)c2)CC1)NCc1ccccc1	102.9	10.5	3.0	-0.2	0.7	21.6	1.4	-11.8	-3.6	4.0	-1.6
COc1ccccc1N1CCN(c2ccc3cc(S(=O)(=O)N4CCCCC4)ccc3n2)CC1	81.5	-0.5	1.4	0.8	0.3	-8.7	-0.7	10.5	-1.6	-1.4	0.4
O=C(O)CCCn1cc(NC(=O)c2ccc(Br)o2)cn1	98.6	6.8	1.1	1.0	-1.8	13.2	-9.8	-6.7	10.5	1.8	-1.6
CCOC(=O)C1=C(COC(=O)CNC(=O)c2ccc(C(C)(C)C)cc2)NC(=O)NC1C (stereo not drawn)	110.1	6.7	1.0	4.3	-1.0	2.4	8.1	-10.0	6.5	8.8	-0.1
CN1CCN(S(=O)(=O)c2ccc(Cl)c3ccccc23)CC1	101.3	12.9	0.4	1.9	-3.0	21.4	-2.3	6.9	15.4	-1.8	-1.0
COc1ccc(CCNc2cc(N3CCN(C(=O)c4ccccc4F)CC3)ccc2[N+](=O)[O-])cc1OC	98.5	6.5	3.2	1.2	2.6	4.6	6.4	1.5	-14.5	-6.3	1.3
CCc1ccc(N(C(C)=O)c2nc(CCl)cs2)cc1	86.8*	5.4	-0.3	2.0	-1.6	35.0	3.5	4.4	9.1	-8.9	-1.3
CCC(CO)Oc1cc(NC(=O)c2ccc([N+](=O)[O-])cc2)c2ncn(C(C)C)c2c1 (stereo not drawn)	102.8	12.2	-0.4	1.1	0.2	-5.0	-11.4	13.5	-1.3	-4.9	0.2
COc1ccc(C2=NS(=O)(=O)N(C)C(C(=O)Nc3cc(OC)c(OC)c(OC)c3)=C2)cc1	.	4.7	-1.6	1.2	1.7	10.5	1.9	64.5	-8.8	9.3	-0.7
CCOC(=O)CCc1c(C)c(C#N)c2[nH]c3ccccc3n2c1=O	.	-20.4	-0.4	2.8	-2.2	-12.5	-15.2	-0.7	10.9	12.7	-2.3
CCOc1ccccc1C1N(c2ccc(F)cc2)C(=O)C2CCCN21 (stereo not drawn)	106.1	.	1.5	0.5	-2.0	4.4	2.2	-11.1	11.8	1.6	0.0
CC(NS(=O)(=O)c1ccccc1)C1CC2CCC1C2 (stereo not drawn)	107.8	24.6	-1.3	3.8	-0.5	-9.6	1.5	43.3	2.5	-19.6	0.7
Cc1cc(NC(=O)c2ccc(Cl)cc2)c(C)cc1O	98.2	-2.6	0.5	1.8	-2.0	3.2	-7.1	223.5	10.1	-1.8	0.8
CN(C(=O)c1cnccn1)c1c(N)n(Cc2ccccc2)c(=O)[nH]c1=O	100.0	11.2	4.5	-0.2	0.5	3.3	-2.5	-0.7	-3.4	18.0	-0.4
CCCS(=O)(=O)N1CCC(C(=O)NCc2ccco2)CC1	102.0	6.8	3.0	3.0	-3.4	15.7	0.9	-5.9	16.8	-5.7	2.0
CCCCCNC(=O)CCn1c(=O)oc2ccccc21	74.2	.	2.5	3.6	-1.3	28.0	4.3	.	7.0	-2.8	-0.6
COc1ccc(S(=O)(=O)NNC(=S)NCCc2ccccc2)c(OC)c1	.	-10.9	-0.9	-0.6	-2.9	12.2	-2.2	1.0	15.6	-3.9	1.5
COc1ccc(OC)c(NC(=S)NC(=O)c2ccc(Br)o2)c1	118.2	-25.9	2.5	2.0	2.0	1.2	3.6	-12.2	-11.4	9.2	-0.6
CN(Cc1cccc(F)c1)C(=O)CSc1nnc(C2CC2)n1C1CC1	105.5	.	.	2.1	1.3	11.4	-9.0	.	-8.2	-0.7	.
O=C(N/N=C/c1cccnc1)c1sc2ccccc2c1Cl	105.8	-4.3	0.8	1.7	-1.9	-13.2	-2.1	7.3	10.5	1.7	0.3
COCc1c(C(=O)Nc2ccc(C)c(S(=O)(=O)N3CCOCC3)c2)oc2ccccc12	107.2	-13.8	.	2.3	2.3	-16.1	-0.1	.	-9.3	9.1	.
CCOC(=O)c1ccc(S(=O)(=O)Nc2ccccc2-c2nnn(CC)n2)cc1	94.2	-38.9	.	1.3	1.5	27.3	2.8	.	-8.4	-0.6	.
CC(=O)Nc1nnc(Cc2ccccc2)s1	103.5	-48.1	-2.7	-0.8	-2.0	-2.2	-8.7	-1.8	11.1	-0.5	0.5
N=C1C(c2nc3ccccc3s2)=C(O)CN1CCCO	103.6	1.5	-4.5	2.0	-0.5	4.8	10.2	-6.8	3.1	-8.8	1.0
CC(C)n1nnnc1SCC(=O)N1CCN(C(=O)c2ccco2)CC1	.	5.1	0.3	2.1	0.2	19.1	0.8	-2.6	-1.4	-2.0	-1.3
Cc1nnc(SCCn2c(N3CCN(C)CC3)nc3c2c(=O)n(C)c(=O)n3C)s1	102.7	-16.4	3.4	1.2	-1.7	12.2	-5.7	-20.3	7.4	6.0	1.3
Cc1cc(NC(=O)/C(C#N)=C/c2ccc(-c3cccc(C(F)(F)F)c3)o2)n(-c2ccccc2)n1	97.9	17.8	2.2	2.7	-0.5	2.8	-5.0	-9.1	3.0	-0.1	-1.8
CC(C)NC(=O)Cn1cc(S(=O)(=O)N2CCCC2)c(S(=O)(=O)N2CCCC2)c1	.	5.2	1.8	4.2	-0.2	10.5	-7.5	21.5	1.0	-8.1	2.5
C=C(CN(C)C)C(=O)c1ccc(C)cc1C	87.9	0.0	.	-1.6	-2.9	-6.3	2.5	.	12.7	-15.2	.
O=C1/C(=C/c2ccc(O)c(O)c2)Oc2cc(O)ccc21	103.6	.	5.0	2.1	0.5	19.5	-1.8	-0.2	-2.7	-0.6	-0.3
CC(=O)N1CCOc2cc(S(=O)(=O)NC(C)c3ccccc3)c(Cl)cc21 (stereo not drawn)	97.2	5.3	-1.2	1.8	-1.0	5.8	-0.3	-8.0	5.9	6.1	1.5
CC(=O)NC(Cc1ccc(F)c(F)c1)C(=O)NC1CCN(C(=O)c2ccc(Cl)cc2)CC1 (stereo not drawn)	116.3	15.5	5.4	-0.7	3.3	11.3	-2.9	1.7	-26.7	-2.9	1.1
O=C(Cn1cnc2c(oc3ccccc32)c1=O)NCc1ccco1	105.9	-11.8	0.6	-0.8	1.2	-2.3	-2.0	-1.3	-7.6	-0.6	-2.0
CC1CCN(C(=O)CSC2=NS(=O)(=O)c3cc(F)ccc3N2)CC1	109.9	-0.3	0.0	1.1	-1.9	25.6	0.9	6.6	10.2	-2.9	-2.4
O=C(COc1ccccc1Cl)Nc1cc(Cl)ccc1O	92.5	-9.4	.	4.3	2.9	0.2	-2.5	.	-15.4	-10.4	.
CCOC(=O)Cn1c(=NC(=O)c2cc(-c3cccs3)nc3ccccc23)sc2cc(S(N)(=O)=O)ccc21	78.6	14.0	-1.3	-1.5	-1.1	14.7	-5.0	4.9	6.4	-1.0	-4.3

Already shown: entries from further up.
SMILES	DSG3 Ab inh	PfHsp90 yeast 2	AddAB inh	phage Ecoli inh	OPRM1-OPRD1 ag	Arrestin-AP2 inh	PKA-R1A act	SUMO Mot1 rescue	MOR-DOR inv ag	Tat export inh	E coli growth
CC1CCN(C(=O)CSC2=NS(=O)(=O)c3cc(F)ccc3N2)CC1	109.9	-0.3	0.0	1.1	-1.9	25.6	0.9	6.6	10.2	-2.9	-2.4
O=C(COc1ccccc1Cl)Nc1cc(Cl)ccc1O	92.5	-9.4	.	4.3	2.9	0.2	-2.5	.	-15.4	-10.4	.
